Pol kappa inh: DNA polymerase kappa (human) inhibition | actives 0.53% (n = 400,000) | purified Pol kappa, fluorescent DNA synthesis assay, 10 min | Q9UBT6 | Potency, µM (highest dose often 107 µM), for inactives: top-dose activity, negative = inhibition, usual class: inhibitors; also: % is scaled to controls: 0 for no effect and ±100 for the full control effect
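Pol kappa 10 nM + cpd, 15 min RT; start w/ substrate 50 nM final; fluorescence kinetic read, 0 and 10 min. Neg ctrl: buffer, no enzyme.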
Anesthetic bind: binds horse apoferritin like a general anesthetic; P02791; apoferritin/1-aminoanthracene competitive binding, fluorescence; Potency, µM (highest dose often 77.5 µM), for inactives: at the top dose activity change, negative = displacement, hits mostly inhibitors; actives 0.074% (n = 350,000); AID 485281; also: % is scaled to controls: 0 for no effect and ±100 for the full control effect; nearly all actives have a fitted effect of over 20% in size
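Horse-spleen apoferritin (10 uM) in 50% saturated 1-aminoanthracene in PBS was incubated 10 min at room temperature with compound. Fluorescence (ex 380, em 535 nm) was normalized to free and bound 1-AMA, with concentration-response fitted by a four-parameter Hill equation.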
BLM helicase inh: blocks DNA unwinding by human BLM helicase; recombinant BLM DNA unwinding, fluorescence dequenching; Potency, µM (highest dose often 56.1 µM), without a hit: at the top dose activity change, negative = inhibition, usual class: inhibitors; actives 0.2% (n = 350,000); AID 2528;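 also: plate controls were vehicle for no effect and no enzyme for full effect; nearly all actives have a fitted effect of over 35% in size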
POLI inh: inhibitors of human DNA polymerase iota; AID 588590; Potency, µM (top dose mostly 115 µM), inactives show at the top dose activity, negative = inhibition, hits mostly inhibitors; Pol iota fluorescent replication assay, 10 min; actives 1% (n = 390,000)
Target sequence (Q9UNA4 whole entry, looked up): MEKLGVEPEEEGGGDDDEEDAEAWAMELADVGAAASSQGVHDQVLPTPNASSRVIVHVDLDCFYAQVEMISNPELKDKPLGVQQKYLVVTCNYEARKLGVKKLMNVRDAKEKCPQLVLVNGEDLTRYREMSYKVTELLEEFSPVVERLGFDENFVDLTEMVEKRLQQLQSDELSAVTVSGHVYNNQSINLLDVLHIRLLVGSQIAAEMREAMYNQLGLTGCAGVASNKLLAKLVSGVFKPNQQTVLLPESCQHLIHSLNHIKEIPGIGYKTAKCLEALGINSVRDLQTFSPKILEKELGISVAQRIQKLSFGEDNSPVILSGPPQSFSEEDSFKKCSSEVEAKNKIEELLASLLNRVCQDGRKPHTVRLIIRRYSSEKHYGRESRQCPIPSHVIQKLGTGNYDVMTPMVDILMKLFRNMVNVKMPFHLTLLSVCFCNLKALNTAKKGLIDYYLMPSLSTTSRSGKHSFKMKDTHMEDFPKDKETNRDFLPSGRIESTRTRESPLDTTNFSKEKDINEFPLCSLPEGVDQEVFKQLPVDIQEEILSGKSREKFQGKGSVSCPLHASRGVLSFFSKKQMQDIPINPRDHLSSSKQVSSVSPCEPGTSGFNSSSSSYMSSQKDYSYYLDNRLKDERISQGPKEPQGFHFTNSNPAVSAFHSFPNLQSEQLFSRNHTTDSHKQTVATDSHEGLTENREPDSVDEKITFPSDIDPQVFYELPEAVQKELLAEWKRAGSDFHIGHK
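Pol iota at 10 nM preincubated 15 min with compounds at room temperature; reaction started with fluorescent substrate, 50 nM final. Fluorescence read kinetically at 0 and 10 min; buffer-only wells as negative control.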
Pol eta inh: blocks human DNA polymerase eta activity; Q9Y253; actives 1.2% (n = 390,000); Potency, µM (series often up to 114 µM), inactives show top-dose activity change, negative = inhibition, actives largely listed as inhibitors; recombinant Pol eta, fluorescent DNA replication assay; also: % is scaled to controls: 0 for no effect and ±100 for the full control effect
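Pol eta (10 nM) was preincubated with compounds for 15 min at room temperature, after which fluorescent replication substrate (50 nM final) was added to start the reaction. Fluorescence was read kinetically at 0 and 10 min.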
G9a block: G9a (human) methyltransferase inhibition; Q96KQ7; G9a H3K9 monomethylation, AlphaScreen, 2 h; Potency, µM (highest dose often 102 µM), inactives show at the highest dose activity, negative = inhibition, most hits filed as inhibitors; actives 8.8% (n = 350,000); AID 504332; also: % is scaled to controls: 0 for no effect and ±100 for the full control effect; nearly all actives have a fitted effect of over 75% in size
Target sequence (Q96KQ7 913-1193 limits assumed): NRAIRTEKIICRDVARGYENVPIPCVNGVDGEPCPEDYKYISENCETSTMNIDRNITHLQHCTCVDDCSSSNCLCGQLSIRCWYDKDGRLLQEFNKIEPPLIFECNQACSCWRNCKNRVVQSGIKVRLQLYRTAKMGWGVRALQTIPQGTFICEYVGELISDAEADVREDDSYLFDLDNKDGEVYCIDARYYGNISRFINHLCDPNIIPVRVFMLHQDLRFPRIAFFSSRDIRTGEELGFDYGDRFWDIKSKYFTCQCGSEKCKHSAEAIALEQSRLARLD
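G9a (20 nM) was preincubated 15 min with compound, then reacted 2 h at room temperature with 500 nM biotin-H3K9 peptide and 20 µM SAM. Monomethyl-H3K9 detected by AlphaScreen using anti-H3K9me1 antibody.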
BAZ2B inh: BAZ2B (human) inhibition; AID 504333; Potency, µM (highest dose often 114 µM), for the others: at the top dose activity change, negative = inhibition, usual class: inhibitors; actives 4.4% (n = 360,000); AlphaScreen BAZ2B-H3K14Ac peptide displacement; also: % is scaled to controls: 0 for no effect and ±100 for the full control effect; nearly all actives have a fitted effect of over 60% in size
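AlphaScreen displacement: compounds (up to 110uM) incubated 30 min at room temperature with a preformed 50 nM BAZ2B/50 nM biotinylated H3K14Ac peptide complex in PBS pH 7.4 with Tween-20. Donor and acceptor beads at 10 ug/mL final added, 20 min light-protected before reading.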
APEX1 inh: inhibitors of human APE1 endonuclease; P27695; recombinant APE1, TAMRA/BHQ-2 abasic DNA cleavage fluorescence; Potency, µM (highest dose often 65.8 µM), for the others: at the top dose activity change, negative = inhibition, most hits filed as inhibitors; actives 0.35% (n = 350,000); AID 2517;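 also: plate controls were vehicle for no effect and reference inhibitor for full effect; nearly all actives have a fitted effect of over 55% in size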
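Enzyme (0.75 nM final) and test compound are incubated 15 min at room temperature before adding 50 nM quenched THF abasic-site duplex. Cleavage dequenches TAMRA, followed at 525/598 nm over three reads one minute apart.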
POLB inh: inhibitors of human DNA polymerase beta; P06746; Pol beta primer extension/strand displacement, fluorescence kinetic; Potency, µM (top dose mostly 114 µM), inactives show top-dose activity change, negative = inhibition, actives largely listed as inhibitors; actives 1.3% (n = 340,000); also: % is scaled to controls: 0 for no effect and ±100 for the full control effect
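Values derive from four-parameter Hill fits of normalized kinetic data: reads at 0 and 10 min following addition of 50 nM substrate to 10 nM Pol beta preincubated 15 min with compound.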
Numbers without * were called inactive; u = inconclusive; x = not tested or not shown; [ ] = another dose, or the depositor's remark. Calls follow the shape of the dose curve; as a rule, active = well fitted curve in the direction sought with a large enough effect; inconclusive = small, poorly fitted or top-dose-only effect, or another doubt; inactive = no such curve, though single readings can be large; an effect the other way counts as inactive or inconclusive. Potency is read from the fitted curve at half-maximal effect.

Labels used below: A = Pol kappa inh; B = Anesthetic bind; C = BLM helicase inh; D = POLI inh; E = Pol eta inh; F = G9a block; G = BAZ2B inh; H = APEX1 inh; I = POLB inh
> O=C(CSc1nc2ncc(Cl)cc2[nH]1)NCC(=O)Nc1ccc(F)c(F)c1F
  A: -5% | B: -12% | C: 1% | D: 29% | E: -18% | F: -6% | G: -14% | H: 4% | I: 1%
> Cc1noc(C)c1C(=O)N1CCN(C(=O)c2sc3cc(Cl)ccc3c2Cl)CC1
  A: -10% | B: -15% | C: 1% | D: 5%[58.9 µM] | E: -13% | F: -4%[12.7 µM] | G: 8% | H: 0% | I: 1%
> O=C(Nc1ncc2c(n1)-c1ccccc1OC2)c1ccc(Cl)cc1
  A: -8% | B: -10% | C: -5% | D: 10% | E: -11% | F: 22%[0.0925 µM] | G: 12% | H: 20% | I: 54%
> COc1ccc(C)cc1-n1c(-c2ccc(C)cc2)cc2c1CC(C)(C)CC2=O
  A: 1% | B: 2% | C: -2% | D: 37% | E: -11% | F: 13%[59 µM] | G: -32% | H: x | I: 40%
> COc1ccc2c(c1)cc1n2CCN=C1NN
  A: -12% | B: -11% | C: -6% | D: u | E: -13% | F: 40µM* | G: -33% | H: 3% | I: u
> COc1ccc2cc3cc(C(=O)NCc4cccnc4)oc3nc2c1
  A: 0% | B: -1% | C: -3% | D: 8% | E: -17% | F: -1% | G: -18% | H: -2% | I: u
> Cc1ccc(-n2ncc3c(Nc4cccc(C(F)(F)F)c4)ncnc32)cc1C
  A: -2%[60.1 µM] | B: -6% | C: -7% | D: 18% | E: 3% | F: -5%[59 µM] | G: 10% | H: x | I: 0%
> Cc1ccc2nc(NC(=O)C3CCN(S(=O)(=O)c4cccs4)CC3)sc2c1
  A: -9% | B: -11% | C: -6% | D: u | E: -8% | F: -37% | G: -5% | H: 17% | I: -10%
> CCC(CC)c1nc(C(N)=O)c2[nH]c(=O)n(-c3ccc(OC)c(OC)c3)c2n1
  A: 1% | B: -4% | C: 0% | D: 38%[activator] | E: -22% | F: 8% | G: -30% | H: 4% | I: u
> Cc1ccc(S(=O)(=O)C2CS(=O)(=O)CC2O)cc1 (centres undefined)
  A: -16% | B: -13% | C: -2% | D: -14% | E: -4% | F: 21%[12.7 µM] | G: 31%[activator] | H: 2% | I: -22%
> O=C(Nc1cccc(Cl)c1)c1cc(-c2ccc3c(c2)OCCO3)on1
  A: -34% | B: 43%[activator] | C: -3% | D: -7% | E: -16% | F: -19%[59 µM] | G: -6% | H: x | I: u
> CC(=O)c1cc(C#N)c(SCc2ccccc2C#N)nc1C
  A: -8% | B: -12% | C: 5% | D: 2% | E: -6% | F: 3%[59 µM] | G: -1% | H: 5% | I: 3%
> Cn1nnnc1NCc1cccc(Cl)c1
  A: -5% | B: -7% | C: 0% | D: 14% | E: -8% | F: x | G: 4% | H: 15% | I: 28%
> Fc1cccc(COc2ccccc2CNc2ccccc2)c1
  A: -9% | B: -5% | C: -3% | D: 9% | E: -8% | F: 64%[activator][59 µM] | G: 35% | H: 12% | I: 21%
> Cc1ccc(-n2nc(C)c3c(C)c(CCC(=O)O)c(C)nc32)cc1C
  A: -4% | B: 0% | C: 1% | D: 21% | E: -8% | F: -3% | G: -15% | H: 15% | I: 4%
> O=C1NC2(CCCCCC2)Cc2ccccc21
  A: -8% | B: u | C: -1% | D: 6% | E: -7% | F: 29%[12.7 µM] | G: 11% | H: 6% | I: u
> O=c1[nH]cnc2cc(-c3ccc(Br)cc3)sc12
  A: -3% | B: -3% | C: 1% | D: 97%[activator] | E: 8% | F: 10% | G: -3% | H: -8% | I: u
> Cc1nnc(N2C(=O)C(=O)/C(=C(/O)c3ccc4c(c3)CC(C)O4)C2c2ccccc2F)s1 (centres undefined)
  A: -13% | B: 7% | C: 1% | D: 0% | E: 11% | F: u | G: -24%[57.1 µM] | H: 38% | I: 0%
> Cc1ccccc1-c1nc(CS(=O)CC(=O)NCc2ccccc2)c(C)o1 (centres undefined)
  A: -6% | B: -20% | C: 0% | D: 19% | E: -8% | F: 50µM* | G: -16% | H: 0% | I: 7%
> COc1ccc(/C=N/NC(=O)c2[nH]ncc2Br)c(OC)c1
  A: -9% | B: 0% | C: 0% | D: -10% | E: 1% | F: 23%[59 µM] | G: 13% | H: -2% | I: 8%
> Cc1cc(Br)c(NC(=O)CCl)c(Br)c1
  A: -7% | B: -7% | C: -1% | D: -7% | E: -16% | F: -36%[59 µM] | G: -19% | H: 4% | I: 2%
> Cc1cc(Br)c(NC(=O)COn2nnc3ccc(S(C)(=O)=O)cc32)c(Br)c1
  A: 0% | B: -11% | C: -3% | D: 54%[activator] | E: -6% | F: 0% | G: -10% | H: -7% | I: 0%
> CCOc1ccc(N(C(C)C(=O)NC(C)CC)S(C)(=O)=O)cc1 (centres undefined)
  A: -11% | B: -9% | C: 1% | D: 10% | E: 7% | F: -40% | G: -23% | H: 0% | I: 10%
> O=C(O)c1ccc(NCc2cccc(Br)c2)cc1
  A: -24% | B: -17% | C: -17% | D: 10% | E: -15% | F: -1% | G: -7% | H: 18% | I: 48%
> Cc1ccc(NC(=O)CC2S/C(=N/N=C/c3ccco3)NC2=O)cc1Cl (centres undefined)
  A: 0% | B: -2% | C: -4% | D: 66%[activator] | E: -14% | F: 90%[activator][59 µM] | G: -12% | H: 21% | I: 10%
> CC[C@]12c3[nH]c4ccc(Cl)cc4c3CCN1C(=O)[C@@H](CC(=O)NCc1ccco1)C[C@@H]2C(=O)N1CCN(C(=O)c2ccco2)CC1
  A: 15% | B: x | C: x | D: 39%[activator] | E: -8% | F: x | G: x | H: 32% | I: x
> Cc1ccc(NC(=O)CN(C)S(=O)(=O)c2cccc3cccnc23)cc1C
  A: -3% | B: u | C: -1% | D: -6% | E: -3% | F: 1% | G: 2% | H: 15% | I: 16%
> Cn1nc(C(=O)NC2CCCCCC2)ccc1=O
  A: -7% | B: -19% | C: 0% | D: 9% | E: 2% | F: -10%[12.7 µM] | G: -1% | H: 12% | I: 18%
> O=C(CCCn1nnnc1CN1CCOCC1)N1CCN(c2ccccc2F)CC1
  A: 5% | B: -7% | C: -1% | D: 17% | E: -2% | F: 37% | G: -5% | H: 21% | I: -6%
> CCn1ncc(Cl)c1C(=O)NC(=S)Nc1ccccc1Br
  A: -4% | B: u | C: -8% | D: 97%[activator] | E: -1% | F: 8%[59 µM] | G: 0% | H: 14% | I: 3%
> OCCCCCN=c1cc(-c2ccccc2)oc2ccc(Cl)cc12
  A: -25% | B: u | C: 75%[activator] | D: -23% | E: -23% | F: -5% | G: 9%[57.1 µM] | H: -6% | I: 35µM*
> COc1cccc(CNC(=O)CSc2n[nH]c(-c3ccccc3Cl)n2)c1OC
  A: -8%[60.1 µM] | B: 50%[activator] | C: 0% | D: u | E: -6% | F: -2%[59 µM] | G: 7% | H: x | I: 15%
> COc1cc(/C=N/n2cnnc2)ccc1OCCOc1ccccc1
  A: -25% | B: -11% | C: 2% | D: 8% | E: 0% | F: -24% | G: -3% | H: 0% | I: -1%
> O=C(OCC(=O)N1CCc2ccccc21)[C@@H]1CCCN1S(=O)(=O)c1ccccc1F
  A: -25% | B: x | C: x | D: u | E: -15% | F: u | G: 11% | H: -4% | I: x
> Cn1c(=NC(=O)CSCC(=O)N2CCCCC2)sc2ccccc21
  A: -5% | B: -15% | C: 4% | D: 12% | E: -8% | F: 8%[59 µM] | G: u | H: 5% | I: 28%
> CCOc1ccc(NC(=O)CSC2=Nc3ccccc3C3=NC(CC(=O)NCc4ccccc4OC)C(=O)N23)cc1 (centres undefined)
  A: 0%[60.1 µM] | B: -17% | C: 1% | D: 10% | E: -20% | F: -1%[59 µM] | G: 17% | H: x | I: 62%
> CCSc1ncc(Cl)c(C(=O)N(Cc2ccccc2Cl)C2CCS(=O)(=O)C2)n1 (centres undefined)
  A: -4% | B: -15% | C: -2% | D: -11% | E: -15% | F: -39%[59 µM] | G: -19% | H: x | I: -1%
> O=C(NCc1ccc(F)cc1)c1cc2cccc3c2n1CCS3
  A: -14%[60.1 µM] | B: 6% | C: -12% | D: 4% | E: -8% | F: -1%[59 µM] | G: 25% | H: x | I: 12%
> COc1ccc(C(=O)Nc2nc(N3C(=O)c4ccccc4C3=O)n(-c3ccccc3)n2)cc1
  A: -8% | B: -24% | C: -2% | D: 11% | E: -8% | F: 35%[59 µM] | G: -5% | H: 1% | I: 5%
> Cc1noc(C)c1S(=O)(=O)Nc1ccc2c(c1)C(=O)N([C@H](C)CO)C[C@H](C)[C@@H](CN(C)C(=O)Nc1ccc(C(F)(F)F)cc1)O2
  A: -18% | B: x | C: x | D: 14% | E: -11% | F: x | G: x | H: -10% | I: x
> COc1cc(/C=N/NC(N)=O)ccc1OC(=O)c1ccco1
  A: 3% | B: -11% | C: -3% | D: 11% | E: -17% | F: 6% | G: -3% | H: 12% | I: 51%
> CCCC(CCC)c1nc2ccncc2[nH]1
  A: 7% | B: -4% | C: -1% | D: 38% | E: -6% | F: 50µM* | G: u | H: 0% | I: -15%
> CCC(C)[C@H](NC(=O)NC(C)C)C(=O)O (some centres undefined)
  A: -3% | B: 1% | C: 2% | D: 9% | E: -16% | F: 15% | G: -4% | H: 2% | I: 16%

Three compounds already listed, arranged by the number in APEX1 inh, rising.
| SMILES | Pol kappa inh | BLM helicase inh | POLI inh | Pol eta inh | G9a block | BAZ2B inh | APEX1 inh |
| --- | --- | --- | --- | --- | --- | --- | --- |
| COc1cc(/C=N/n2cnnc2)ccc1OCCOc1ccccc1 | -25% | 2% | 8% | 0% | -24% | -3% | 0% |
| Cn1nc(C(=O)NC2CCCCCC2)ccc1=O | -7% | 0% | 9% | 2% | -10%[12.7 µM] | -1% | 12% |
| Cc1ccc(NC(=O)CN(C)S(=O)(=O)c2cccc3cccnc23)cc1C | -3% | -1% | -6% | -3% | 1% | 2% | 15% |

Full records as entered above. Order of values: Pol kappa inh | Anesthetic bind | BLM helicase inh | POLI inh | Pol eta inh | G9a block | BAZ2B inh | APEX1 inh | POLB inh
Profile of COc1ccc2c(c1)cc1n2CCN=C1NN = -12% | -11% | -6% | u | -13% | 40µM* | -33% | 3% | u
Profile of CCOc1ccc(N(C(C)C(=O)NC(C)CC)S(C)(=O)=O)cc1 (centres undefined) = -11% | -9% | 1% | 10% | 7% | -40% | -23% | 0% | 10%

Not all compounds are listed (hit frequency here may not be typical).
